# Screens (PubChem BioAssay)
# NPY1 pot ag – potentiators or agonists of human neuropeptide Y receptor Y1; P25929; 0.37% of 220,000 active; AID 1304; activation, % at 3.6 µM; NPY-Y1 expressing cells, potentiator/agonist activation; in the data active = activation above about 33%, passing the limit was not always enough;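 note: cells stimulated with NPY at EC10 then isoproterenol at EC100; 0% = low agonist plus stimulus and 100% = saturating agonist plus stimulus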
# Target sequence (P25929 whole entry, looked up): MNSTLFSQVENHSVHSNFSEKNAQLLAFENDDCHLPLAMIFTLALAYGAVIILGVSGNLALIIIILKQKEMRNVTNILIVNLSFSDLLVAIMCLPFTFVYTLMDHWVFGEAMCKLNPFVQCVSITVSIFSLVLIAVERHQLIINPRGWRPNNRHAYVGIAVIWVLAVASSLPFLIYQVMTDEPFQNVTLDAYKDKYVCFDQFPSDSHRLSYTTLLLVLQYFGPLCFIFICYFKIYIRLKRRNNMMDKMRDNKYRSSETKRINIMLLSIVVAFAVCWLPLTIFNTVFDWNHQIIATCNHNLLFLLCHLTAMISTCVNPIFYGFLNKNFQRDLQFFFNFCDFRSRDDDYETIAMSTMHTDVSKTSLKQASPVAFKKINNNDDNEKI
# NPY2 pot ag – human NPY-Y2 potentiation or agonism, primary screen. P49146. cells expressing NPY-Y2, potentiator/agonist read-out. activation, % at 3.6 µM. 0.45% of 220,000 active. AID 1359; in the data active = activation above about 27%;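 note: cells stimulated with NPY near EC25 plus isoproterenol at EC100; 0% = vehicle plus submaximal agonist and 100% = vehicle plus saturating agonist; some results beyond the cut were filed as inactive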
# S1P4 agonist – human S1P4 receptor agonism; 0.35% of 220,000 active; S1P4-expressing cell line, agonist reporter assay; activation, % at 4.98 µM; AID 1509; O95977; in the data active = activation above about 11%;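 note: 0% = DMSO vehicle and 100% = reference agonist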
# Target sequence (O95977 whole entry, looked up): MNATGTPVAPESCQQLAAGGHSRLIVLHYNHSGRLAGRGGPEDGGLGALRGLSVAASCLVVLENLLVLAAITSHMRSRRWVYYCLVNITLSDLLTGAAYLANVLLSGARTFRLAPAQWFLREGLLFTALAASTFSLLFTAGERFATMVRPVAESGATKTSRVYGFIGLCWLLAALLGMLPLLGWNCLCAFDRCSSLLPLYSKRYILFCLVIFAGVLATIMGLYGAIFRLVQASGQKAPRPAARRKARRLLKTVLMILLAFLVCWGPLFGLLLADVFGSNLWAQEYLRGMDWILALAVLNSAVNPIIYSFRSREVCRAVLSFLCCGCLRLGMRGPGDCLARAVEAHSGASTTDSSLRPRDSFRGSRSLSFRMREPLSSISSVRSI
# Runt-CBFb FRET – inhibitors of human RUNX1 Runt domain binding to CBFb; 0.46% of 220,000 active; Cerulean-Runt/Venus-CBFb FRET ratio 530/480, 1 h; AID 1496; inhibition, % at 20 µM;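 active = inhibition over about 50% at 20 µM in the single-dose screen, limit read from the data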;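 note: 0% = DMSO wells and 100% = excess unlabeled CBFb competitor control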
#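 Assay system: Cerulean-Runt domain fusion protein, energy donor; Signal: fluorescence energy transfer, 422 nm excitation, 530/480 nm emission; Timing: 1 h compound exposure, room temperature; Control set: unlabeled CBFb; Medium: Tris buffer pH 7.5 with salts and BSA; Compound: single test concentration of 20 µM, 1% DMSO final; Probe or stimulus: Venus-CBFb 100 nM.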
# NPY-Y1 antag – antagonists of human neuropeptide Y receptor Y1; P25929; HEK293-CNG Y1 cells, membrane potential fluorescence; NPY at EC95, then isoproterenol; inhibition, % at 3.6 µM; 1% of 200,000 active;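 active = inhibition above the campaign mean inhibition of all tested compounds plus 3 SD, cut at about 20% in these data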;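 note: 0% = DMSO wells given NPY plus isoproterenol and 100% = isoproterenol alone without NPY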
#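 Material: Y1- and CNG-channel-expressing HEK293 cells / Probe or stimulus: NPY 25 nM then isoproterenol 1 µM plus Ro 20-1724 25 µM / Doses: 3.6 µM single dose, DMSO 0.4% / Schedule: compound incubation 1 h at room temperature, readout 45 min post-stimulation / Signal: membrane potential fluorescence / Benchmarks: isoproterenol-only wells as full block versus NPY-plus-isoproterenol wells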
# BaF3 parental – parental Ba/F3 viability inhibition as JAK2V617F counter-screen. CellTiter-Glo ATP luminescence. inhibition, % at 5.6 µM. 1.1% of 220,000 active. AID 1486;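 active = inhibition above a per-campaign cutoff, the mean inhibition of all tested compounds plus 3 SD, cut at about 27% in these data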;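 note: 0% = DMSO wells and 100% = JAK Inhibitor I control wells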
# S1P4 antag – human S1P4 receptor antagonism; O95977; 0.26% of 220,000 active; inhibition, % at 4.98 µM; AID 1510; S1P4-expressing cells, antagonist mode, reporter read-out; in the data active = inhibition above about 29%;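 note: 0% = wells stimulated with agonist and 100% = vehicle wells without agonist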
# Ba/F3 V617F tox – reduce viability of Ba/F3 cells dependent on JAK2V617F | Ba/F3 EpoR-JAK2V617F viability, ATP luminescence | inhibition, % at 5.6 µM | 1.1% of 220,000 active | AID 1446;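 active = inhibition above the campaign mean plus 3 SD over all tested compounds, cut at about 24% in these data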;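 note: cytokine-independent growth of Ba/F3 cells driven by EpoR plus mutant JAK2; 0% = DMSO-treated cells and 100% = JAK inhibitor I control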
# RBBP9 inh – human RBBP9 hydrolase inhibition; O75884; recombinant RBBP9, FP-Rh probe fluorescence polarization; inhibition, % at 7.94 µM; 0.2% of 220,000 active;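 active = inhibition above the campaign mean of all tested compounds plus 3 SD, cut at about 14% in these data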;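 note: plate controls were DMSO wells with RBBP9 for no effect and wells lacking RBBP9 protein for full effect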
# Target sequence (O75884 whole entry, looked up): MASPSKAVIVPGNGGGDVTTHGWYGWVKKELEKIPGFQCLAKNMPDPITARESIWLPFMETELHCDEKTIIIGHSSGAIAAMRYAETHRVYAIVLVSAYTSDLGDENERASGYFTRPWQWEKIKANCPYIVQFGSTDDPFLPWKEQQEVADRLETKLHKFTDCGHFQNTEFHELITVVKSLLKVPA
#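 System: RBBP9 protein / Quantity: 2.5 µM RBBP9 dispensing solution, before mixing / Also added: Serine-hydrolase probe FP-Rh, 375 nM pre-mixing / Dosing: 7.94 µM single dose, 0.794% DMSO / Timing: enzyme-compound preincubation 30 min, then probe labeling 45 min, 25 °C / Signal: FP readout at 525/598 nm / Controls: DMSO-treated enzyme wells and wells lacking RBBP9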
# Numbers without * were called inactive; / = no result given; & = joins results of further samples.
SMILES,NPY1 pot ag,NPY2 pot ag,S1P4 agonist,Runt-CBFb FRET,NPY-Y1 antag,BaF3 parental,S1P4 antag,Ba/F3 V617F tox,RBBP9 inh
O=C1C2C(C(=O)N1Cc1ccco1)C1C=CC2C12CC2 (centres undefined),12,5,-1.4,0,0,-2,-16,-7,12
CCO[C@@H]1OC(C(=O)Nc2ccccc2)=C[C@H](c2ccc(C(F)(F)F)cc2)[C@H]1CCCO,18,11,-1.8,-2,-10,-4,9,0,-7
CCN(CC)CCn1c(=N)n(CC(=O)c2ccc(Br)s2)c2ccccc21,-26,-33,-2.8,1,/,0,17,3,-3
NC(=O)c1ncn([C@@H]2O[C@H](CO)[C@@H](O)[C@H]2O)n1,5,7,0.3,-2,1,9,-10,5,-9
O=C(Oc1ccc2ccccc2c1)c1ccccc1,-12,-14,-0.9,-2,8,7,-8,5,-9
CN(C)c1cccc(NC(=O)c2ccco2)c1,2,2,-1.2,3,0,-3,6,0,-5
COc1ccc(CCNC(=O)c2cc(-c3cc(C)ccc3O)n[nH]2)cc1OC,-5,-18,1.4,2,15,4,-3,0,-8
Cc1c(C(=O)Nc2ccc(Cl)cc2)c2ccccn2c1C(=O)c1ccc(F)cc1,15,4,0.1,-22,-2,2,2,-2,-8
O=C(NNS(=O)(=O)c1ccc(Br)cc1)c1csnn1,-18,-8,-1.5,4,15,-2,-5,-4,9
COC(=O)c1ccccc1SC1CC(=O)N(c2cccc(C)c2)C1=O (centres undefined),8,7,-0.2,2,3,8,-4,3,-22
COc1ccc(C2(CNC(=O)c3cccc([N+](=O)[O-])c3)CCOCC2)cc1,-26,-3,-1.9,3,-4,5,1,-1,-3
O=C(NCc1ccccn1)C(=O)NCc1ccccn1,-14,7,0.1,-1,-3,54*,-8,-3,-2
CN(CCNC(=O)CN1C(=O)CSc2ccc(S(=O)(=O)N3CCCC3)cc21)Cc1ccccc1,-12,-11,-0.8,1,6,5,8,2,-10
CC(=O)NCC(=O)OCC(=O)N1c2ccccc2Sc2ccccc21,8,-1,2.4,2,-1,8,-11,2,-8
Oc1ccccc1-c1cc(C(F)(F)C(F)F)nc(-c2ccccc2)n1,11,-4,-0.2,-2,-6,0,7,-1,3
Fc1ccccc1CSc1nncn1NC/C=C/c1ccccc1,7,3,-4.7,-1,-2,4,-4,2,0
C#CCSc1nnnn1-c1ccc(OCC)cc1,-10,-9,0.0,0,/,0,-1,7,-3
Cc1ccc(Cl)c(OCC(=O)Nc2ccc3c(c2)OCCO3)c1,-23,-15,1.6,0,11,4,-1,2,-8
CCOC(=O)c1cnc2ccc(OC)cc2c1NCCc1ccc(OC)c(OC)c1,-26,-17,-1.2,-7,13,7,-26,4,-9
C(=N\N1CCN(c2ccccc2)CC1)/c1ccccc1,11,-5,-2.1,-1,1,12,-10,5,3
C=CCOc1ccccc1/C=N/O,-28,4,-1.5,-3,-1,0,-11,-2,-4
CCOC(=O)c1ccc(N2C(=O)CC(N(Cc3ccc4c(c3)OCO4)C(=O)Nc3ccccc3)C2=O)cc1 (centres undefined),15,-1,-0.2,2,5,6,-3,1,-13
COc1cc(NC(=O)CSc2cc(C)c3cc(C)cc(C)c3n2)c(C(=O)O)cc1OC,5,-25,-0.4,-1,/,-10,-3,0,1
COc1ccc(NC(=O)CN(C)S(=O)(=O)c2ccc3c(c2)CCC(=O)N3)c(OC)c1,-8,8,0.0,1,3,-1,-4,-5,-1
Cc1ccc(N2C(=O)c3ccc(N)cc3C2=O)cc1,33,30,1.0,-29,-14,-2,6,-5,-5
SMILES,NPY1 pot ag,NPY2 pot ag,S1P4 agonist,Runt-CBFb FRET,NPY-Y1 antag,BaF3 parental,S1P4 antag,Ba/F3 V617F tox,RBBP9 inh
Cc1c(Cl)cccc1NC(=S)NCc1ccc(Cl)cc1,10,7,0.3,/,0,-1,-35,-4,-8
O=C(O)CC(c1ccc(Cl)cc1)n1cccc1 (centres undefined),2,0,0.7,-2,5,8,-6,1,0
O=C(CSc1nc2ccccc2[nH]1)NC(=O)NCc1ccco1,10,0,1.0,3,1,3,-24,-2,-3
Cc1ccc2cc(CCNC(=O)C(=O)c3c[nH]c4ccccc34)c(=O)[nH]c2c1,-14,-22,-0.5,2,-1,15,-3,5,1
CC(C)CC(=O)Nc1ccc2c(c1)OCO2,16,2,1.1,1,-1,4,-6,0,-12
Cc1nc2nc(C)c(CCC(=O)N3CCc4ccccc43)c(C)n2n1,6,-15,0.1,-1,-2,5,-5,2,-1
CCC(C)(C)NC(=O)CN(C(=O)CNS(=O)(=O)c1ccccc1)c1ccccc1,-11,19,-1.5,1,-6,0,3,-2,2
O=C(Nc1nc(-c2ccc(-c3ccccc3)cc2)cs1)C1=COCCO1,-4,8,-1.2,-6,1,1,-17,-3,4
COc1ccc(/C=N/NC(=O)CCn2nnc3ccccc32)cc1,6,0,1.0,1,/,2,-9,2,-12
O=C(O)CC1(CC(=O)Nc2ccc(F)c(Cl)c2)CCCCC1,-9,-11,-0.4,0,/,1,-7,-4,5
Oc1[nH]c2ccccc2c1N=Nc1nc2ccccc2s1,15,-5,-1.1,-3,6,4,-6,-3,-5
Cc1ccc(NS(=O)(=O)c2cc3c4c(cccc4c2)C(=O)NC3=O)cc1,1,5,0.3,-2,-1,2,-7,-5,-3
CN(CC(=O)Nc1ccc(N2CCOCC2)cc1)Cc1cc(=O)n2ccsc2n1,3,-19,2.1,-1,-4,6,-3,-3,-4
O=C(CCC(=O)N1CCN(c2ccccn2)CC1)Nc1nnc(C2CCCCC2)s1,7,-6,-1.8,-2,3,7,-15,2,-4
CC(=O)NC(CCS(C)(=O)=O)C(=O)Nc1c(C)cccc1C (centres undefined),6,-8,-1.7,2,1,10,1,1,0
COC(=O)CNC(=O)COC(=O)/C=C/c1ccccc1[N+](=O)[O-],-5,16,0.3,-2,4,-1,1,-5,-6
CC(C)NC(=O)c1ccccc1N(Cc1ccccc1)S(C)(=O)=O,-3,-3,1.0,0,2,4,-15,-1,0
CCOC(=O)C1(Cc2ccccc2C(F)(F)F)CCN(C2CCSC2)CC1 (centres undefined),12,-6,-0.5,-3,10,0,-2,-1,1
c1ccc2[nH]c3cc4ncnc4cc3nc2c1,-10,4,1.0,-94,9,14,-6,2,-6
Cn1cccc1CC(=O)NNC(=S)Nc1ccccc1Cl,-3,10,1.5,2,0,3,-4,-2,-3
CCOC(=O)C1CCN(C(=O)CSc2nccc(C)n2)CC1,2,4,2.2,-1,0,10,4,6,-3
Cc1ccc(NC(=S)NC(=O)CC2CC(C)(C)OC2=O)cc1 (centres undefined),-2,6,0.8,-2,3,2,2,-1,-3
Cc1ccc(CN2C(=O)CCC2C(=O)NC(C)C)cc1 (centres undefined),-6,-10,-0.6,-1,-4,0,-6,-5,-6
Cc1oc(C2CC2)cc1C(=O)O,-18,-14,-0.8,-2,4,8,-10,5,-5
CC(c1ccccc1)C(CC(=O)O)C(=O)NC1CCCCC1 (centres undefined),-5,1,-0.3,1,-7,2,-24,1,-10
SMILES,NPY1 pot ag,NPY2 pot ag,S1P4 agonist,Runt-CBFb FRET,NPY-Y1 antag,BaF3 parental,S1P4 antag,Ba/F3 V617F tox,RBBP9 inh
CC1(C)NC(=O)N(CC(=O)OCc2cc(=O)n3cc(Br)ccc3n2)C1=O,3,11,-1.2,1,1,2,-9,-2,3
Nc1nc(SCc2ccccc2Cl)nc2nc3c(cc12)CCCC3,-6,-9,1.6,-1,0,-1,-9,2,4
Cc1cccc(N=Cc2[nH]c3ccc(Br)c(Cl)c3c2O)c1,-9,5,0.4,0,3,3,1,-3,-4
CCCCNS(=O)(=O)c1ccc(S(=O)(=O)N2CCC3(CC2)OCCO3)cc1,17,8,-0.2,1,-2,-2,-13,-4,-2
Cc1ccc(-c2cn(-c3ccccc3)c3[n+]2CCCS3)cc1,14&-27,23&10,1.7&0.8,1&-2,6&2,67*,-6&13,77*,-5&7
O=S1(=O)CC2N=C(N(Cc3c(F)cccc3Cl)c3ccccc3F)SC2C1 (centres undefined),-2,5,-0.3,-2,3,0,-32,-5,-1
COc1ccc(C(=O)C2CCCN(C(=O)/C=C/c3ccccn3)C2)c(C)c1 (centres undefined),-10,-1,-0.3,1,7,2,0,3,-9
COc1ccc(Cc2nc3ccc(S(=O)(=O)N4CCOCC4)cc3[nH]2)cc1,21,-13,-1.2,-1,0,5,-5,2,0
CCOC(=O)N1CCC(NC(=O)c2sc(-n3cccc3)nc2C)CC1,-17,-3,1.2,-2,-1,1,-13,1,1
COc1ccc2c(c1OC)C(=O)OC2Nc1ncc(Br)cc1Br (centres undefined),8,3,-0.9,0,-1,5,3,3,-1
COc1ccc(C2C3(C#N)C(N)=NC(OC)(OC)C23C#N)cc1 (centres undefined),-3,2,0.2,-11,2,3,2,-2,0
CC(=O)c1sc2nsc(SCCN3CCCC3)c2c1N,8,1,-1.8,0,/,-5,8,-3,1
Cc1ccccc1C(=O)NNC(=O)CSc1nnc(C)n1-c1ccccc1,7,6,3.5,0,-2,8,-15,1,-2
Cc1ccccc1OCCNc1ccc(C(F)(F)F)cc1[N+](=O)[O-],-6,-23,-3.5,-6,16,4,4,6,-5
O=C(c1cc(F)ccc1F)C1CCCN(C(=O)CCc2cnccn2)C1 (centres undefined),2,6,1.2,1,4,9,-6,-4,0
Cc1nn(-c2ccccc2)c(NC(=O)c2cccs2)c(-c2ccccc2Cl)c1=O,-8,-1,0.3,-2,/,0,-1,3,-9
O=C(CN1CCOCC1)Nc1c(Cl)cc(Cl)cc1Cl,-7,-4,0.1,-2,9,8,-8,2,3
O=C(c1ccccc1Cl)N(Cc1ccc(Cl)c(Cl)c1)N1C(=O)CCCC1=O,4,-6,0.8,1,2,-1,1,4,-8
COc1ccnc(N=CNOCc2cccc(Cl)c2Cl)c1C#N,-10,-14,0.6,-2,0,6,-10,-2,7
O=C(Nc1ccccc1Cl)C1C2CCC3C(CCC21)C3(Cl)Cl (centres undefined),-33,2,-0.5,-2,20,8,2,4,-1

# Not a retest: an excerpt of the list.
SMILES,NPY1 pot ag,NPY2 pot ag,S1P4 agonist,Runt-CBFb FRET,NPY-Y1 antag,BaF3 parental,S1P4 antag,Ba/F3 V617F tox,RBBP9 inh
Cc1cccc(N=Cc2[nH]c3ccc(Br)c(Cl)c3c2O)c1,-9,5,0.4,0,3,3,1,-3,-4
CCCCNS(=O)(=O)c1ccc(S(=O)(=O)N2CCC3(CC2)OCCO3)cc1,17,8,-0.2,1,-2,-2,-13,-4,-2
Cc1ccc(-c2cn(-c3ccccc3)c3[n+]2CCCS3)cc1,14&-27,23&10,1.7&0.8,1&-2,6&2,67*,-6&13,77*,-5&7
O=S1(=O)CC2N=C(N(Cc3c(F)cccc3Cl)c3ccccc3F)SC2C1 (centres undefined),-2,5,-0.3,-2,3,0,-32,-5,-1
COc1ccc(C(=O)C2CCCN(C(=O)/C=C/c3ccccn3)C2)c(C)c1 (centres undefined),-10,-1,-0.3,1,7,2,0,3,-9
